Pf gametocyte = inhibitors of late stage P. falciparum gametocyte viability; inhibition, % at 10.9 µM; 150,000 compounds, 0.065% hits; P. falciparum stage V gametocytes, ATP luminescence, 24 h;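 active means inhibition above the mean plus 3 SD of compounds within the control limits, set per campaign, cut at about 38% in these data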;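 further: 0% = DMSO wells and 100% = medium only without gametocytes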
Mcl1 Noxa PPI = disrupts binding of human Mcl-1 to Noxa peptide; AID 1022; TR-FRET Mcl-1/Noxa peptide binding, 2 h; Q07820; inhibition, % at 21.7 µM; 220,000 compounds, 1.5% hits;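 active means compounds that cut the protein-peptide binding signal by more than 50% relative to plate controls in a single-dose test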;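 further: His-tagged Mcl-1 with rhodamine Noxa BH3 peptide and terbium anti-His antibody; 0% = Mcl-1 plus Noxa peptide wells and 100% = peptide-only wells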
Target sequence (Q07820 whole entry, looked up): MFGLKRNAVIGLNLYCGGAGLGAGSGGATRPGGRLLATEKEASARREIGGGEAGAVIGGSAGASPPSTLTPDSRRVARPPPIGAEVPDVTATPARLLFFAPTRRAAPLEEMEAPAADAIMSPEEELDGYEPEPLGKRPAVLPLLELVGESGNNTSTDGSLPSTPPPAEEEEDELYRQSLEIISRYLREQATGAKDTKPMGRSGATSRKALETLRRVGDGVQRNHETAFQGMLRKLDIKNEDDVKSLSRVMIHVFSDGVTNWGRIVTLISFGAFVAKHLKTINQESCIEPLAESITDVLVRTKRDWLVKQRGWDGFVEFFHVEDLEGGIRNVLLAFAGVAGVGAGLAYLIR
ABCB1 block = human ABCB1 inhibition, ABCG2 as counter-screen. P08183. CCRF-Adr cells, JC-1 efflux, flow cytometry. inhibition, % at 6.6 µM. 190,000 compounds, 0.067% hits; in the data active means inhibition above about 40%;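 further: 0% = vehicle and 100% = reference inhibitor; higher value means more JC-1 retained so stronger ABCB1 efflux block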
Mcl1 Bid PPI = disrupts binding of human Mcl-1 to Bid peptide. Q07820. TR-FRET Mcl-1/Bid-Dy647 peptide binding, 1536-well. inhibition, % at 21.7 µM. 220,000 compounds, 0.97% hits. AID 1021;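 active means compounds that cut the binding signal by more than half at the single screening dose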;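 further: His-tagged Mcl-1 with europium anti-His antibody binding Bid BH3 peptide; 0% = Mcl-1 plus peptide wells and 100% = peptide-only wells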
GSH fluor = GSH bead compound fluorescence profile; 190,000 compounds, 0.25% hits; GSH beads flow cytometry, compound fluorescence 488/530 nm; active compounds read high; AID 1776; fluorescence (KMESF) at 10 µM; in the data active means fluorescence above about 89;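 further: glutathione beads carrying GST-tagged Bcl family fusion proteins plus one bare bead set; values are compound well signal with DMSO vehicle wells as background; inactives centre near 16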
RGS4-Gao reg = modulates binding of RGS4 to human Galphao. P09471. 220,000 compounds, 0.33% hits. Multiplexed bead flow cytometry; actives lie on both sides. binding response (% of control), % at 10 µM; in the data active means binding response below about 49% or above about 150%; inactive means in between;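 further: fluorescent Galphao activated with aluminum fluoride binding bead-coupled RGS4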
Target sequence (P09471 whole entry, looked up): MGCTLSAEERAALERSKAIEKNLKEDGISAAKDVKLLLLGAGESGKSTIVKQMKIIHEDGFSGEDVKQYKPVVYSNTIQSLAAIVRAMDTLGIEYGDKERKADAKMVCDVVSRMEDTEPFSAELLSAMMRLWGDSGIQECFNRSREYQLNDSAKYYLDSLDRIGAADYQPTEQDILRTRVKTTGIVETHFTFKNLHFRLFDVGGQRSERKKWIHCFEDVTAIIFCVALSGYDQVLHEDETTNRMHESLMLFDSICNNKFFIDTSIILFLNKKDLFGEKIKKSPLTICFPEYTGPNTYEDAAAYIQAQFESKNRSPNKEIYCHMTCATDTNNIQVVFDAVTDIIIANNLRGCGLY
RGS8-Gao reg = modulates binding of RGS8 to human Galphao; multiplexed bead flow cytometry; actives lie on both sides; 220,000 compounds, 0.34% hits; response (percent of control binding), % at 10 µM; P09471; in the data active means response below about 60% or above about 140%; inactive means in between;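 further: Galphao activated as the GDP aluminium fluoride complex binding bead-coupled RGS8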
Bim-Mcl-1 = human Bim-Mcl-1 interaction inhibition | inhibition, % at 10 µM | 190,000 compounds, 0.1% hits | Q07820 | Bead-based flow cytometry, Bim peptide-Mcl-1 binding; in the data active means inhibition above about 40%;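 further: 0% = no compound tracer wells and 100% = peptide blocker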
Avidin fluor = compound fluoresces at 488/530 nm on avidin beads; 220,000 compounds, 0.38% hits; fluorescence (KMESF) at 10 µM; compound fluorescence 488/530 nm, flow cytometry; active compounds read high; in the data active means fluorescence above about 47; further: inactives centre near 10
RGS7-Gao = regulators of human RGS7-Galphao interaction. P09471. Multiplexed bead flow cytometry, RGS7-Galphao binding; actives lie on both sides. binding response (% of control), % at 10 µM. 220,000 compounds, 0.35% hits. AID 1439; in the data active means binding response below about 49% or above about 150%; inconclusive means no clear call, values can overlap the other calls; inactive means in between;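 further: fluorescent Galphao held in activated GDP-AlF4 state binding bead-coupled RGS7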
ABCG2 inh = inhibitors of human ABCG2 transporter, ABCB1 counter-screen; inhibition, % at 6.6 µM; IgMXP3 cells, JC-1 efflux, flow cytometry; AID 1325; 190,000 compounds, 0.1% hits;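 active means inhibition above 80%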;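 further: 0% = DMSO and 100% = nicardipine control wells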
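Times: 10 min at 25 °C | Test system: Two drug-resistant human cell lines, ABCG2 and ABCB1 | Quantity: 3 million cells/mL final, two lines in 1:1 ratio | Signal: Flow cytometry, 530 nm JC-1 signal | Dosing: Compound at 6.6 µM | Controls: Nicardipine and DMSO wells | Reagent: JC-1 as fluorescent efflux pump substrate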
Starred values were filed as active, the others as inactive; ? = inconclusive; · = not tested or not shown.

SMILES	Pf gametocyte	Mcl1 Noxa PPI	ABCB1 block	Mcl1 Bid PPI	GSH fluor	RGS4-Gao reg	RGS8-Gao reg	Bim-Mcl-1	Avidin fluor	RGS7-Gao	ABCG2 inh
CCc1ccc(C2CC(=O)NC(SCC(=O)OC(C)C)=C2C#N)cc1 (centres undefined)	·	10	1.3	-5	12	95	95	1	16	106	3
CS(=O)(=O)N1N=C(c2cccs2)CC1c1ccc(Cl)o1 (centres undefined)	-2	11	0.0	-3	12	100	102	0	12	103	5
CCCCOc1ccc(C(=O)O)cc1	·	-4	0.7	-15	22	104	98	-2	17	102	6
O=C(Nc1ncc2c(n1)-c1ccccc1CC2)c1cccc(Cl)c1	-12	-7	0.7	-18	22	102	102	0	6	103	3
O=C(CNCC1CCCO1)Nc1ccc([N+](=O)[O-])cc1C(=O)Nc1ccccc1F (centres undefined)	-9	4	0.6	-28	19	96	94	-1	19	?	5
COC(=O)c1ccc(CS(=O)(=O)c2ccc(C)cc2)cc1	-5	12	0.8	-4	34	100	99	-4	9	96	1
O=C(Nc1cccnc1)C1CCN(S(=O)(=O)c2cccc3nonc23)CC1	9	-1	0.1	-28	18	102	104	4	6	106	0
COc1cccc(-c2nnc(SCc3ccc(C#N)cc3)n2Cc2ccco2)c1	23	0	2.6	-11	22	95	97	2	8	95	10
O=C(CN1CCN(c2ccccc2F)CC1)N1N=CCC1c1ccccc1 (centres undefined)	-12	1	2.6	-19	12	103	106	-4	13	103	13
COc1ccc(OC)c(NC(=O)c2cc3oc4ccccc4c3cc2O)c1	·	-1	·	-6	·	106	103	·	6	?	·
CCOc1ccc(CCNC(=O)c2[nH]c(C)c(C(C)=O)c2CC)cc1OCC	·	13	2.4	-48	19	99	96	3	8	103	27
Cc1ccccc1NC(=O)Cn1c(=O)n(CC2CCCO2)c(=O)c2ccccc21 (centres undefined)	5	4	0.3	-12	11	97	102	-1	17	106	-1
O=C(N/N=C/c1cnc(N2CCOCC2)s1)c1ccccc1	29	-3	0.6	-31	11	101	101	-1	20	104	3
CCN(CC)S(=O)(=O)c1ccc(N2CCOCC2)c(NC(=O)c2ccc(NC(C)=O)cc2)c1	-9	17	·	-82	·	102	99	·	·	?	·
CN(C)c1ccc(C(=O)c2ccc(N(C)C)c(N)c2)cc1N	-29	19	0.0	-66	4	99	98	3	7	99	0
COc1ccccc1-c1nnc(SCC(=O)N2CC(C)CC(C)C2)o1 (centres undefined)	·	-6	1.3	-11	59	109	101	-1	8	106	2
N#Cc1ccc(N=c2ssnc2Cl)cc1	·	-5	-0.1	4	14	96	77	-6	22	115	0
O=c1ccc2c(o1)/C(=C/C=C(Cl)Cl)CCC2	-23	49	1.4	59*	8	105	104	0	14	97	9
O=C(C/C=N/OCc1ccc(F)cc1Cl)c1cnc(-c2ccccc2)s1	-20	14	0.2	-8	17	99	100	0	33	101	0
CC(=O)NC(=S)Nc1ccc2oc(=O)ccc2c1	10	-14	·	-13	·	100	102	·	6	?	·
Cc1ccc(N(C(=O)C2CCCC2)C2C=CS(=O)(=O)C2)cc1 (centres undefined)	-8	3	0.1	-13	30	94	99	0	7	92	1
CCOc1ccc(-n2nnnc2-c2nc3ccccc3s2)cc1	-5	7	0.0	-27	5	90	96	-3	3	92	0
COc1cccc(C(=O)NCCCn2ccnc2)c1	·	1	0.8	-2	13	102	102	0	8	102	5
COCCCN1C(=O)CS/C1=N\S(=O)(=O)c1ccccc1	1	-16	·	-15	·	75	85	·	6	?	·
Cc1ccccc1P(=O)(CO)c1ccccc1C	·	10	0.6	-18	29	100	107	2	15	101	0
ON=C1CCN(c2ncc(C(F)(F)F)cc2Cl)CC1	10	-6	0.3	-9	28	96	101	0	8	97	5
CC(C)(C)c1nc(NCC2CCCO2)c2nnn(Cc3ccccc3)c2n1 (centres undefined)	·	-9	0.5	1	24	97	97	2	14	95	0
OC(COc1ccc2c(c1)CCC2)CN1CCN(c2cccc(Cl)c2)CC1 (centres undefined)	-21	19	0.5	16	13	99	104	-2	15	94	2
CC(C)(C)n1nc2c(c1NC(=O)COc1ccc(Cl)cc1)CS(=O)(=O)C2	0	5	1.0	-14	16	100	100	-1	11	99	3
Nc1c(-c2ccc(F)cc2)cnc2ncnn12	-11	5	0.6	5	25	110	104	-1	76*	129	9
COCCCNC(=O)c1cc(C)nc2ccc(F)cc12	·	7	0.1	-2	26	105	104	-3	17	108	3
O=C(c1ccccc1SCc1ccccc1)N1CCCCCC1	4	-13	0.4	-16	17	97	98	0	9	?	1
N#Cc1c(-c2ccc(Cl)cc2)c(C#N)c(=O)n(N)c1N	2	-10	-0.2	-9	17	98	101	3	13	102	0
O=C(O)CSc1c(-c2ccccc2)[nH]c2ccccc12	-14	16	0.5	-46	9	77	62	2	5	70	3
O=c1cc(-c2ccccc2)[nH]c2cc(Cl)ccc12	-15	0	0.8	6	16	100	101	-2	10	100	6
COc1ccccc1NS(=O)(=O)c1ccc2oc(SCc3ccc(C#N)cc3)nc2c1	-8	10	0.7	1	14	97	102	-3	12	99	2
NCCCCCc1nnc(SCc2cccc(Cl)c2)o1	-16	11	0.1	-9	24	106	104	-4	13	106	0
Cc1nnc(SCC(=O)NCc2cccs2)n1-c1ccccc1	·	22	1.1	6	43	102	104	-2	11	100	2
O=C(NCCNc1ccc([N+](=O)[O-])cc1C(F)(F)F)c1ccc(F)cc1	29	12	1.1	-5	12	98	98	0	14	97	31
COc1ccccc1CNc1nc2nc(C)cc(=O)n2[nH]1	-19	2	1.3	-19	14	105	102	0	14	100	1
COc1ccc2oc(C(=O)OCC(=O)NCCN3C(=O)CSC3=O)c(C)c2c1	-13	6	0.6	-11	11	99	100	-5	27	102	33
CCCCCCNC(=O)c1c(O)c2ccccc2[nH]c1=O	·	-1	0.2	-52	6	95	98	-1	7	94	2
Cc1cccc(C)c1N1CC(=O)N(c2c(C)cccc2C)CC1=O	·	9	0.7	-29	13	101	102	-1	30	106	2
Cc1c(-c2ccco2)[n+](=O)c2c(n1[O-])CCC2	-16	8	1.2	-16	24	101	101	-3	19	103	7
CC(=O)c1ccc(OCCCC(=O)Nc2cc(S(=O)(=O)N(C)C)ccc2C)cc1	3	16	2.1	-23	8	100	99	-3	13	101	34
N/C(=N\NC(=O)Nc1ccccc1)c1ccccn1	-10	-16	·	-30	·	98	97	·	8	?	·
Cc1ccc(C(=O)N(C)c2ccc(OCC(=O)N3c4ccc(C)cc4C4CN(C)CCC43)cc2)cc1 (centres undefined)	·	1	4.8	-30	15	103	102	-3	10	?	12
Cc1ccc(CS(=O)(=O)CCC(=O)O)cc1	1	-2	0.6	-11	13	105	109	3	9	105	6
Cn1cnc2c1c(=O)n(Cc1ccccc1)c(=O)n2C	·	17	0.7	-12	22	100	90	-1	5	98	4
N/C(=N\OC(=O)CCn1cccc(C(F)(F)F)c1=O)c1ccc(Cl)cc1	21	8	·	-7	·	94	101	·	8	?	·
Cc1ccc(S(=O)(=O)/N=C(/c2ccc(F)cc2)N2CCCCC2)cc1	8	-35	0.0	-9	12	94	80	13	3	93	-6
O=C(O)c1cn(Cc2ccccc2)c2ccccc2c1=O	21	-11	0.5	-23	8	99	105	-8	6	104	1
CCOc1cc(/C=N\O)cc(Cl)c1OCC	·	0	0.6	-18	12	102	101	0	6	102	8
CCc1nnc(NS(=O)(=O)c2ccc(N=Cc3c(C)[nH]n(-c4ccc(Cl)cc4)c3=O)cc2)s1	-18	23	-0.3	-15	12	113	108	0	20	112	-2
COc1ccc(CNC(=O)C2CCN(S(=O)(=O)N3CCC4(CC3)OCCO4)CC2)c(OC)c1	-5	3	1.7	-1	22	105	102	-1	16	104	16
NC(N)=N/N=C/c1cccc([N+](=O)[O-])c1O	·	21	0.9	-15	9	102	102	1	9	104	13
CS(=O)(=O)N(CC(=O)NC1CC1)c1cccc(F)c1	12	3	-0.1	-1	30	98	94	0	9	96	-1
COC(=O)C(C(=O)OC)=C(/C=C/N(C)C)N(C)C	14	-11	0.1	-16	25	98	99	0	11	100	0
CCn1cc(C(=O)O)c(=O)c2cnc(N3CCN(C(=S)Nc4ccccc4Cl)CC3)nc21	7	-59	·	-80	·	101	99	·	8	?	·
Nc1ccccc1N1CCN(C(=O)c2ccccc2)CC1	·	15	0.7	-23	14	93	98	0	4	96	7

Later entries:
SMILES	Pf gametocyte	Mcl1 Noxa PPI	ABCB1 block	Mcl1 Bid PPI	GSH fluor	RGS4-Gao reg	RGS8-Gao reg	Bim-Mcl-1	Avidin fluor	RGS7-Gao	ABCG2 inh
O=S(=O)(c1ccccc1Cl)N1CCC(O)(c2ccc3c(c2)OCO3)CC1	·	·	1.2	3	35	102	103	-2	12	102	11
CN(C)c1cc[n+](CC(=O)Nc2ccc([N+](=O)[O-])cc2Cl)cc1	·	5	-2.8	-9	36	101	99	-1	12	97	3
COc1ccc(/C(C#N)=C/c2cccnc2)cc1	·	-1	·	-55	·	99	100	·	7	?	·
CC(C)C1Nc2ccc(S(=O)(=O)N3CCOCC3)cc2NC1=O (centres undefined)	·	6	0.4	-29	12	102	101	0	23	96	1
OC1CN=C2Sc3ccccc3N2C1 (centres undefined)	·	4	0.0	-2	13	101	99	-1	28	102	0
Cc1cc(C)cc(OCc2ccc(C(=O)NC3CCOC3=O)o2)c1 (centres undefined)	18	1	0.4	-20	13	109	102	0	8	110	7
O=C1OCCC1Sc1nnc(-c2cccnc2)n1-c1ccccc1F (centres undefined)	-1	4	-0.3	-32	12	104	101	-1	22	103	-3
Cn1c(Cc2cccs2)nnc1SCc1nc2ccccc2[nH]1	·	12	-0.5	-35	25	100	101	-3	35	98	1
COc1cc(C#N)ccc1OCC(=O)Nc1ccc(C)c(S(=O)(=O)N2CCOCC2)c1	-7	1	1.2	-9	11	100	102	12	7	?	5
CCOC(=O)Cn1c(=O)n(CC(=O)OCC)c2ccccc21	17	9	0.5	-14	32	100	106	-2	17	101	1
Brc1ccc(-c2nc3ncccn3c2Nc2ccc3c(c2)OCCO3)o1	-5	16	0.2	-21	16	100	99	0	36	98	1
Cc1cccc(C(=O)Nc2cccc(C(=O)N3CCOCC3)c2)c1	3	-26	-0.6	-38	40	105	104	-26	8	103	3
CCOc1cc(C2Nc3ccccc3C(=O)N2c2ccccc2)c(Br)cc1OCC(=O)O (centres undefined)	-7	-7	0.0	-56	10	94	97	0	6	93	0

Bioassay records (PubChem BioAssay)
